Screening data from PubChem.
FBW7 act: human FBW7 E3 ligase activation, primary screen; hit rate 0.13% among 650,000; Q969H0; AlphaScreen FBW7–phospho-cyclin E peptide binding, activator screen; normalized activity (activation), % at 26.1 µM; in the data active means normalized activity above about 1.9%;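 further: purified mutant Fbw7 with reduced substrate affinity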
GPR151 ag: activators of human GPR151; Q8TDV0; PathHunter beta-arrestin GPR151 cells, luminescence; activation, % at 11.2 µM; hit rate 1% among 650,000; AID 1508602; in the data active means activation above about 4.9%;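 further: 0% = median of compound wells and 100% = cells with positive control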
Target sequence (Q8TDV0 whole entry, looked up): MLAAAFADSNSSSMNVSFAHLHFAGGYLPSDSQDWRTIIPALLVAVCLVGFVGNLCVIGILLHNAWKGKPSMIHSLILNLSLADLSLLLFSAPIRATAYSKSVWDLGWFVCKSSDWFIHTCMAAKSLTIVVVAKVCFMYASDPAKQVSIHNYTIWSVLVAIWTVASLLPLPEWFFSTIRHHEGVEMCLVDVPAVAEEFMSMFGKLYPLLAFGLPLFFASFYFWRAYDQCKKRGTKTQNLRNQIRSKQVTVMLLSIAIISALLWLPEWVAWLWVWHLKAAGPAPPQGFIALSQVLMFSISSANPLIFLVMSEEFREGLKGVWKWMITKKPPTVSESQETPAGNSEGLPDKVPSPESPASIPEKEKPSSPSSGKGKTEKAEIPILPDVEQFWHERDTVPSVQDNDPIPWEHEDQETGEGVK
TEAD-YAP inh: TEAD-YAP interaction inhibition | hit rate 1.4% among 640,000 | inhibition, % at 9.12 µM | HEK-TIYL cells, TEAD-Gal4/YAP UAS-luciferase luminescence; in the data active means inhibition above about 32%;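 further: 0% = median of test compound wells and 100% = reference inhibitor wells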
MITF primary: blocks human microphthalmia-associated transcription factor; AlphaScreen MITF homodimerization, bead proximity signal; inhibition, % at 2.6 µM; hit rate 0.91% among 650,000; AID 1259374; in the data active means inhibition above about 50%;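 further: 0% = vehicle wells with protein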
Target sequence (O75030 whole entry, looked up): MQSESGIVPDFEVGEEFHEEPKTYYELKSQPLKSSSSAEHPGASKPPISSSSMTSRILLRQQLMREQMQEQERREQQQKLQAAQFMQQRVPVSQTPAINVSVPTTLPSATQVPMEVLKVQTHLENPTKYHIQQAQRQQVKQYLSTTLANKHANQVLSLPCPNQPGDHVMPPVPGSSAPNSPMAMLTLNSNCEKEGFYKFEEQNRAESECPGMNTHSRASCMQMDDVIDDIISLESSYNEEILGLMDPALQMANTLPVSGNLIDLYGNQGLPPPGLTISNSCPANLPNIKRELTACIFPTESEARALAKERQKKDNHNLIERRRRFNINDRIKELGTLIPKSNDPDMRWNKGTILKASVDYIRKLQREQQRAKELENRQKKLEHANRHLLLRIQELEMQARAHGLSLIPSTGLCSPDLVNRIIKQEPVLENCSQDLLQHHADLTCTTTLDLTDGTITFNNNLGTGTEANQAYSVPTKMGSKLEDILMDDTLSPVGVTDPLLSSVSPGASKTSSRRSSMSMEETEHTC
* hit, by the source's call; . = not tested or not shown.

SMILES	FBW7 act	GPR151 ag	TEAD-YAP inh	MITF primary
CCCC(C)C1C(C#N)=C(N)OC2=C1C(=O)CC(C)(C)C2 (centres undefined)	0.0	0.5	-0.5	-11.2
O=S(=O)(NN=C1CCCCCC1)c1ccccc1	-0.1	15.0*	11.0	2.7
C=CCN(CC=C)CC(O)Cn1c(C)c(C)c2ccccc21 (centres undefined)	-0.5	1.5	-4.3	-0.2
CCc1ccc(/C=C2/SC(N3CCCCC3)=NC2=O)cc1	0.0	-0.7	0.5	3.9
O=C(CSc1ccc(F)cc1)Nc1ccc(Cl)c(C(=O)O)c1	0.0	0.6	4.4	5.6
CCOC(=O)c1c(N)sc(C(=O)Nc2ccc3c(c2)OCO3)c1C	0.1	-7.2	78.9*	17.5
CC(=O)Nc1ccc(NC(=S)NC(=O)c2ccc(C(C)(C)C)cc2)cc1	.	1.1	.	12.4
CCOc1ccc(CN2CCc3ccccc3C2)cc1	-0.1	0.3	10.3	39.5
COc1cccc(N=Nc2c(C)[nH][nH]c2=O)c1	0.2	-5.6	-9.5	8.2
Cc1nn(C)cc1CN(C)c1nc2nonc2nc1NC1CCCC1	0.2	0.4	4.4	8.2
CCOc1ccc(NC(=O)C(=O)Nc2cccc(C(F)(F)F)c2)cc1	0.0	1.9	-6.3	11.7
CC(C)(C)C(=O)CSc1nc2cc(C(=O)NCc3ccccc3Cl)ccc2c(=O)n1CCc1ccccc1	0.2	0.2	7.8	21.1
CC(=O)NC(c1ccc([N+](=O)[O-])cc1)c1c(O)ccc2ccccc12 (centres undefined)	0.4	-1.0	-5.3	22.1
O=C(Cn1cnc2sc3c(c2c1=O)CCCC3)NCC(=O)NC1CCCCCC1	-0.2	0.2	-2.6	-1.2
Cc1nn(C(C)C(=O)NCc2cccc(Br)c2)c(=O)c2cc3occc3n12 (centres undefined)	0.0	2.1	0.9	3.5
Cn1c(=O)c2[nH]c(-c3ccc4ccccc4n3)nc2n(C)c1=O	-0.3	-1.2	-1.6	0.8
CC(NC(=O)Cc1ccc(NC2=NC3CS(=O)(=O)CC3S2)cc1)c1ccccc1 (centres undefined)	0.0	-0.1	0.2	-10.0
CC(C1CC2CCC1C2)n1c(COc2ccccc2F)nnc1SCC(N)=O (centres undefined)	0.0	0.1	4.8	-1.3
COc1ccc(NC(=O)CCC(=O)N/N=C/c2cc(Cl)ccc2O)cc1	-0.1	-1.6	12.4	-15.4
O=C(NCCc1nc(-c2ccncc2)n[nH]1)C1(c2ccccc2F)CCCC1	-0.1	2.1	12.3	-2.1
CCC(=O)N1N=C(c2ccc(C)cc2)CC1c1ccccc1O (centres undefined)	0.6	-2.1	-0.9	8.3
CCOc1ccc(CN2CCN(Cc3ccc(OC)c(OC)c3OC)CC2)cc1	-0.2	-0.8	13.1	65.7*
COc1ccccc1N1CCN(c2ncnc3sc(C(=O)Nc4ccc5c(c4)OCCO5)c(C)c23)CC1	-0.1	-0.8	9.2	3.7
CCC(C(=O)NCc1ccc(OC)cc1)n1nc(C)n2c(cc3occc32)c1=O (centres undefined)	-0.1	1.3	-0.9	4.7
Cc1cc(C)c2oc(-c3cccc(NC(=O)C(Oc4ccccc4)Oc4ccccc4)c3)nc2c1	0.3	-1.0	0.9	13.9
SMILES	FBW7 act	GPR151 ag	TEAD-YAP inh	MITF primary
COC(=O)c1ccc2c(=O)n(Cc3ccco3)c(SCC(=O)Nc3cccc(OC)c3)nc2c1	-0.1	-1.0	-12.3	-1.7
CCC1CCC(c2ccc(C3=N/C(=C/c4cc(OC)c(OC)c(OC)c4)C(=O)O3)cc2)CC1 (centres undefined)	-0.1	-1.4	6.2	12.7
CN1CCN(c2ccc(-c3cccc(C(=O)Nc4ccc(N5CCOCC5)cc4)n3)cc2)CC1	-0.3	-0.2	-24.3	13.8
N#CC1=C(N)N(c2cc(C(F)(F)F)ccc2Cl)C2=C(C(=O)CCC2)C1c1ccc(Br)cc1 (centres undefined)	0.0	-2.1	-14.3	-9.2
CCN1CCN(C(c2ccc(Cl)cc2)c2nnnn2Cc2ccc(F)cc2)CC1 (centres undefined)	0.0	-0.4	-1.5	6.5
CSc1nc2sc3c(c2c(=O)n1-c1ccc(C)cc1)CCc1ccccc1-3	0.4	-0.1	12.7	-1.4
C=CCc1ccc(OCC(O)CN2C(C)CCCC2C)c(OC)c1 (centres undefined)	0.0	0.5	7.5	-6.1
COC(=O)c1ccc2c(=O)n(Cc3ccc4c(c3)OCO4)c(SCc3ccc(Cl)cc3)nc2c1	-0.1	0.3	5.8	-4.1
O=C(c1ccc2c(=O)n(-c3ccccc3F)c(=S)[nH]c2c1)N1CCN(c2ccccc2)CC1	0.1	-1.6	-4.4	1.5
c1ccc(-n2c(-c3ccco3)nnc2N2CCOCC2)cc1	0.1	-0.1	-1.1	6.2
CC(C)=CC(=O)N1CCC(N2CCC(C(=O)N3CCOCC3)CC2)CC1	0.0	-0.4	-6.8	-20.3
CCOC(=O)Cn1c(=O)c2c(nc3n(-c4ccccc4CC)c(C)cn23)n(C)c1=O	-0.1	-0.3	2.0	7.6
COC(=O)C(NC(=O)CCc1c(C)nc2nc(C)nn2c1C)C(C)C (centres undefined)	0.2	-0.6	0.8	3.2
COc1cc(OC)cc(C(=O)N2CCN(Cc3ccccc3C)CC2)c1	-0.3	-0.4	-13.4	30.6
CCOc1ccc(/C=N\NC(=O)Cc2cccs2)cc1	0.0	-1.1	-33.4	-3.7
O=C(NCC1CCC2(CCN(C(=O)c3ccccc3F)CC2)O1)C1CCCCC1 (centres undefined)	0.0	1.7	6.5	-13.5
COc1cc2nc(N3CCN(Cc4ccc5c(c4)OCO5)CC3)nc(Nc3ccc(NC(C)=O)cc3)c2cc1OC	-0.1	-2.9	1.6	2.4
O=C(Nc1nnc(C2CCCCC2)s1)c1c(F)cccc1F	0.1	-0.8	1.4	-30.5
O=C(c1ccc(Br)c(S(=O)(=O)N2CCCCC2)c1)N1CCCCC1	0.1	10.6*	-10.3	-11.3
CCCCOc1ccc(C(=O)NCCc2cn3ccc(C)cc3n2)cc1	-0.1	-0.5	18.1	-1.2
COc1ccccc1/C=C1\N=C(c2ccc(Cl)cc2Cl)OC1=O	-0.1	3.0	0.2	11.2
CC(=O)N1CCC2(CC1)OCc1cc(-c3ccoc3)ccc1O2	0.4	-0.4	-4.2	3.9
CCOC(=O)CNC(=O)Cn1cnc2c(nnn2Cc2ccccc2)c1=O	0.0	-1.2	3.2	0.9
CCNC(=O)N1CCC(C(=O)NC(c2ccccc2C)c2ncccc2C)CC1 (centres undefined)	-0.2	-1.4	-1.7	-9.1
O=[N+]([O-])c1ccc(-c2ccc(S(=O)(=O)N3CCC(Cc4ccccc4)CC3)cc2)cc1	0.1	-0.3	11.0	14.2
SMILES	FBW7 act	GPR151 ag	TEAD-YAP inh	MITF primary
COC(=O)C1(C)NC(c2ccco2)C2C(=O)N(C)C(=O)C21 (centres undefined)	-0.3	0.4	12.4	6.5
O=C(COC(=O)c1ccc2c(c1)C1C=CCC1C(c1ccc(Cl)cc1)N2)c1ccc(-c2ccccc2)cc1 (centres undefined)	-0.2	-1.0	-2.0	-11.4
Cc1cc(C)nc(N/N=C/C=N/Nc2nc(C)cc(C)n2)n1	-0.1	0.9	-2.8	17.2
CCOC(=O)c1c(C)c(C(=O)Nc2ccc(F)c(Cl)c2)c(C)n1CC	-0.1	-0.8	-2.8	-1.9
Cc1[nH]n(-c2cccc3ccccc23)c(=O)c1/C=N/NC(=O)c1cccc([N+](=O)[O-])c1	-1.3	-0.5	-1.1	11.6
CCCCn1c(N)c(N(CC(C)C)C(=O)CCC(=O)O)c(=O)[nH]c1=O	-0.2	-0.9	-2.5	-1.4
O=C(O)c1ccc(S(=O)(=O)Nc2cccnc2)cc1	-0.1	-0.3	-7.3	-10.2
CCOc1ccc(C(=O)CCNC(Cc2ccccc2)C(=O)O)cc1 (centres undefined)	-0.1	-1.9	-5.4	4.1
O=C(/C=C/c1ccc([N+](=O)[O-])cc1)Nc1cccc(-c2nnc(-c3ccco3)o2)c1	0.0	1.7	-1.7	-3.4
Cc1cccc(NC(=O)c2cc3ccccc3o2)c1C	-0.1	-0.6	-52.4	-0.7
CCc1ccccc1NC(=O)C(CC)Sc1nc2ccsc2c(=O)n1Cc1ccccn1 (centres undefined)	0.0	0.7	-22.5	-2.6
COC(=O)c1ccc(C2C3=C(CC(C)(C)CC3=O)N(c3ccc(OC)c(Cl)c3)C3=C2C(=O)CC(C)(C)C3)cc1	0.1	-1.0	0.6	5.2
COc1cc(OC)cc(C(CNc2ncnc3c2ncn3[C@@H]2O[C@H](CO)[C@H](O)C2O)c2ccccc2C)c1 (some centres undefined)	0.0	-0.1	-25.2	0.2
CSc1ccc(CC(=O)N2CCC3(CC2)CC3C(=O)Nc2ccc(SC)cc2)cc1 (centres undefined)	0.6	1.8	-13.8	13.4
c1ccc(Nc2c(-c3ccsc3)nc3sccn23)cc1	-0.1	2.0	-13.7	-7.3
Brc1ccc(-c2cc(-c3ccc4ccccc4c3)nc(-c3ccc4ccccc4c3)c2)cc1	0.0	2.0	-8.6	8.2
Cc1cccc(-n2ncc3c(N4CCN(c5cccc(Cl)c5)CC4)ncnc32)c1	0.1	-0.1	9.6	-2.8
CC1(C)CC(=O)C2=C(C1)Nc1c(ccc3ccccc13)C2c1ccc2c(c1)OCO2 (centres undefined)	-0.1	0.5	3.4	4.1
Cc1sc2ncn(CC(=O)NCCCC(=O)Nc3ccc(Oc4ccccc4)cc3)c(=O)c2c1C	-0.1	-0.1	3.9	7.2
Fc1ccc(C(c2nnnn2CC2CCCO2)N2CCN(c3ccc(F)cc3)CC2)cc1 (centres undefined)	-0.1	2.8	-12.3	-10.8
OCCNc1c2c(nc3nc4ccccc4n13)CCC2	-0.2	0.4	12.2	0.3
CCOC(=O)C1=C(N)N(c2ccc([N+](=O)[O-])cc2)C2=C(C(=O)CC(C)(C)C2)C1c1cccnc1 (centres undefined)	0.6	-1.2	8.1	-1.6
Cc1c(C(=O)Nc2ccc(S(=O)(=O)Nc3ncccn3)cc2)oc2ccccc12	-0.1	-0.5	-4.5	-4.5
COc1ccc(OC)c(-n2c(=S)sc3c(=O)n(-c4ccccc4C)c(SC)nc32)c1	-0.1	-1.7	-8.1	2.8
Cc1cccc(Oc2nc3ccccn3c(=O)c2/C=C(\C#N)C(=O)NCc2ccco2)c1	0.1	-2.3	19.7	6.9

The final 6 entries of the section above come first, to join the parts.
SMILES	FBW7 act	GPR151 ag	TEAD-YAP inh	MITF primary
Fc1ccc(C(c2nnnn2CC2CCCO2)N2CCN(c3ccc(F)cc3)CC2)cc1 (centres undefined)	-0.1	2.8	-12.3	-10.8
OCCNc1c2c(nc3nc4ccccc4n13)CCC2	-0.2	0.4	12.2	0.3
CCOC(=O)C1=C(N)N(c2ccc([N+](=O)[O-])cc2)C2=C(C(=O)CC(C)(C)C2)C1c1cccnc1 (centres undefined)	0.6	-1.2	8.1	-1.6
Cc1c(C(=O)Nc2ccc(S(=O)(=O)Nc3ncccn3)cc2)oc2ccccc12	-0.1	-0.5	-4.5	-4.5
COc1ccc(OC)c(-n2c(=S)sc3c(=O)n(-c4ccccc4C)c(SC)nc32)c1	-0.1	-1.7	-8.1	2.8
Cc1cccc(Oc2nc3ccccn3c(=O)c2/C=C(\C#N)C(=O)NCc2ccco2)c1	0.1	-2.3	19.7	6.9
COCC(=O)Oc1ccc(OCc2ccccc2)cc1	0.0	-1.9	-44.9	-5.1
COc1ccc(C2=NS(=O)(=O)N(C)C(C(=O)Nc3ccc(C(C)=O)cc3)=C2)cc1OC	-0.2	-0.7	19.5	7.5
CC1=C(C(=O)OC2CCCCC2)C(c2ccc(O)c([N+](=O)[O-])c2)C2=C(CC(C)(C)CC2=O)N1 (centres undefined)	0.6	-0.8	4.2	6.0
O=C(Nc1cccc(Cl)c1N1CCC(NC2CCC2)CC1)c1ccc(Br)o1	-0.1	1.1	-2.7	-19.7
CCC(C)(C)NC(=O)CN(C(=O)c1snc(C(N)=O)c1N)c1ccc(F)cc1	-0.1	-0.3	8.2	-14.5
Cc1ccc(OCC(=O)Nc2ccc3oc(-c4ccncc4)nc3c2)cc1C	-0.1	1.0	-6.4	0.0
CSc1ccc(N2CCN(CCCNC(=O)Nc3ccccc3F)CC2)cc1	-0.4	-0.6	7.5	6.3
COc1ccc(N2C(=O)/C(=C\c3ccsc3)C(=O)NC2=S)cc1	-0.1	-0.3	1.0	1.3
COc1ccc(-c2cc(C(F)(F)F)n3nc(C(=O)Nc4cc(C)ns4)cc3n2)cc1OC	-0.1	-0.5	-5.1	-6.8
CCN1Cc2cccc(C(=O)O)c2C1=O	0.3	-0.9	-1.7	11.3
Cc1cccc(-n2cc(-c3ccccc3)c3c(NCCCO)ncnc32)c1	-0.3	-0.5	-8.7	6.0
COc1ccc(N2C(=O)c3ccc(C(=O)OC(C)C)cc3C2=O)cc1	-0.1	1.9	-4.3	-7.0
CCn1cc(C(=O)N2C[C@H](C(=O)OC)[C@@H](c3ccc(F)cc3)C2)c(C)n1	0.0	0.3	1.1	11.4
O=C(Oc1ccc(/C=C2\SC(=Nc3ccc4c(c3)OCO4)N(c3ccc4c(c3)OCO4)C2=O)cc1)N1CCOCC1	0.5	0.3	-13.0	-9.2
COc1ccc(CCNC(=O)CSc2nc3nc(C)c(Cc4ccccc4C)c(C)n3n2)cc1OC	0.2	0.5	17.7	0.9
COC(=O)CCN1C(=O)N(c2cccc(Cl)c2)C(n2oc(=O)n(-c3cccc(Cl)c3)c2=O)C1(C)C (centres undefined)	0.7	-0.7	-10.8	3.1
COc1ccc2c(c1OC)C(=O)N(c1ccccc1Br)C2=O	0.1	-1.7	9.2	6.5
O=c1oc(-c2ccccc2F)nc2scc(-c3ccccc3)c12	0.1	0.0	5.0	-8.9
